Screening data deposited in PubChem BioAssay by several laboratories.
Measles CPE: compounds protecting cells from measles virus cytopathic effect, primary screen, measles RdRp inhibitor project, single point, MLSMR library, absorbance | Measles virus-infected cells, CPE protection | protection (pct of control), % at 4 µM | hit rate 1.5% among 140,000 | AID 841, 2007; in the data active means protection mostly above about 24%, no sharp cut-off; inactive means mostly below about 26%; further: some compounds called inactive have numbers as strong as hits
NPY-Y2 antag: NPY-Y2 receptor antagonists, primary screen, cell-based; Neuropeptide Y receptor type 2 (Homo sapiens), P49146; hit rate 0.99% among 140,000; inhibition, % at 2.7 µM; NPY-Y2 expressing cells, antagonist mode; in the data active means inhibition above about 17%;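 further: 0% = vehicle with agonist challenge and 100% = reference antagonist with challenge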
Target sequence (P49146 whole entry, looked up): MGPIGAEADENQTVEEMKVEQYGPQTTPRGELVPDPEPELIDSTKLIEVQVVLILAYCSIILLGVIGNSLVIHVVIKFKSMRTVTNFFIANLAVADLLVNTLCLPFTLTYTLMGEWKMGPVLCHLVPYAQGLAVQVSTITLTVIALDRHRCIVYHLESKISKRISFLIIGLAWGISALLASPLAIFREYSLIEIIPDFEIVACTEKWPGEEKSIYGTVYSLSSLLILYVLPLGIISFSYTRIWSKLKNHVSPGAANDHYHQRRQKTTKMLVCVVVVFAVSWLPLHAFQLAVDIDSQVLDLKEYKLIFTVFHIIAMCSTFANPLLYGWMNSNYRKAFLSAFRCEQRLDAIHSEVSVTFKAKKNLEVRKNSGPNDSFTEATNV
PTEN del growth: growth suppression of PTEN-null HCT116, primary screen, cell-based, CellTiter-Glo; HCT116 PTEN-null viability, 60 h; hits give low values; viability, % at 10 µM; hit rate 1.2% among 140,000; AID 827, 2007;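 active means viability at or below a set limit, 4 SD under the median of all tested compounds, cut at about 3.7% in these data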;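 further: PTEN knockout HCT116 line with beta catenin targeted HCT116 as companion control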
MRP-1 activ: H69AR viability gain despite doxorubicin, primary screen, MRP-1 activator project, H69AR cells, CellTiter-Glo; viability rescue; viability increase, % at 10 µM; hit rate 0.61% among 140,000; AID 799, 2007;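 active means viability gain under doxorubicin at or above a set limit, the compound median plus 3 SD, cut at about 4.7% in these data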;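 further: MRP-1 overexpressing cells given doxorubicin 25 µM after compound pretreatment; 18-22 h compound pretreatment then 72 h with doxorubicin before readout; 0% = doxorubicin-only wells and 100% = vehicle-treated cells without doxorubicin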
Yeast lifespan up: compounds extending yeast replicative lifespan, primary screen, S. cerevisiae, OD615; hit rate 0.68% among 130,000; S. cerevisiae growth with nicotinamide; deaD strain in restrictive glucose medium; inhibition of the nicotinamide effect, % at 10 µM;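 active means inhibition above a set limit, placed 3 SD over the median of all compounds, cut at about 26% in these data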;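 further: 0% = nicotinamide-treated wells and 100% = cells grown without nicotinamide; some compounds called inactive have numbers as strong as hits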
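Test system – modified budding yeast, DeaD strain · Compound – single dose 10 µM compound, 0.25% DMSO · Times – culture preincubation 4 h, compound exposure 48 h, both 30 °C · Detection – optical density (absorbance) at 615 nm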
BB579 growth dn: growth inhibitors of yeast BB579 in restrictive medium, primary screen, yeast lifespan-shortening project, S. cerevisiae. OD615, 48 h. inhibition, % at 10 µM. hit rate 0.51% among 140,000. AID 804, 2007;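 active means inhibition above a set limit, 3 SD over the mean compound inhibition, cut at about 44% in these data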; further: inactives centre near -24
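Test system: S. cerevisiae DeaD strain BB579 yeast; Medium: restrictive CSMM-D medium; Compound: one dose, 10 µM compound with 0.25% DMSO; Incubation: 4 h cell preincubation, 48 h compound exposure, 30 °C humidified; Signal: OD at 615 nm; Benchmarks: amphotericin B at 10 µg/mL as positive control.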
Phagocytosis inh: inhibitors of macrophage phagocytosis, primary screen, imaging, J774A.1 cells, IgG beads; J774A.1 macrophage IgG-bead phagocytosis; inhibition, % at 5 µM; hit rate 0.07% among 110,000;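 active means inhibition above the mean of the plate negative controls plus 5 SD, cut at about 13% in these data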;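 further: phagocytic index as fraction of beads internalized from green versus red external bead signal; plate controls were DMSO negative control for no effect and cytochalasin-D positive control for full effect; some results beyond the cut were filed as inactive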
bCat KO growth: primary screen for growth suppressors in beta-catenin knockout HCT116 cells (colon tumor, human); HCT116 beta-catenin knockout viability, CellTiter-Glo, 60 h; hits give low values; viability, % at 10 µM; hit rate 1.5% among 140,000;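 active means viability at or under a set limit, the compound median less 4 SD, cut at about 6% in these data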;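 further: 0% = Hyamine 1622 control at 20 µM and 100% = untreated cell control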
E-sel TNF inh: E-selectin induction blockers in HUVEC – imaging, immunofluorescence, high content, primary screen; inhibition, % at 2 µM; AID 1246, 2008; hit rate 0.71% among 120,000; HUVEC TNFa-induced E-selectin immunofluorescence;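 active means inhibition above the batch mean plus 3 SD, and confirmed as a hit on visual image review, cut at about 43% in these data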;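 further: 0% = TNF-stimulated DMSO wells and 100% = unstimulated control wells; not every result past the cut was called active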
GALR2 antag: GALR2 antagonists in receptor-expressing cells, primary screen. Galanin receptor type 2 (Homo sapiens), O43603. antagonist mode. inhibition, % at 4 µM. hit rate 0.39% among 140,000. AID 828, 2007; in the data active means inhibition above about 27%;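 further: cells stimulated with galanin 1-16 at roughly its EC80; 0% = agonist challenge control and 100% = basal control without agonist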
Target sequence (O43603 whole entry, looked up): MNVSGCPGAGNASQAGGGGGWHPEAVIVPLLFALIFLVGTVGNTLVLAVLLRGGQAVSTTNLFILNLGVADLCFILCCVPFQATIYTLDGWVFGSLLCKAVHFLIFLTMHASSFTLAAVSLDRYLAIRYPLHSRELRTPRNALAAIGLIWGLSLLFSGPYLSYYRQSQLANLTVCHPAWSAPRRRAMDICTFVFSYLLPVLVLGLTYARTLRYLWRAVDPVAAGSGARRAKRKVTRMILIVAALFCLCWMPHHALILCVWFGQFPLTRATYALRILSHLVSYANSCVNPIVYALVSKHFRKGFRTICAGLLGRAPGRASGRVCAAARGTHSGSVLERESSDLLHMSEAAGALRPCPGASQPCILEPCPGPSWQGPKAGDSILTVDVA
An asterisk follows results filed as active; nt = no result given.

1	CC[C@H](C)[C@@H]1NC(=O)c2cc([N+](=O)[O-])cc(I)c2NCC[C@@H](C(N)=O)NC(=O)[C@H](CCCN=C(N)N)NC1=O
2	CCCS(=O)(=O)N1CCN(C(=O)CCC2CCCC2)CC1
3	Cc1cc(C)c2c(=O)[nH]n(C(C)C)c2n1
4	Cn1c(Sc2ccc(Cl)cc2)c(C=O)c2ccccc21
5	COc1cccc(/C(O)=C2/C(=O)C(=O)N(CCN(C)C)C2c2ccc(Br)cc2)c1 (stereo unspecified)
6	COc1ccc(OC)c(S(=O)(=O)Nc2ccccc2SC)c1
7	O=S(=O)(NCC(O)COCc1ccco1)c1cccs1 (stereo unspecified)
8	Cc1cc(=O)[nH]c(SCC(=O)N2CCN(C(c3ccccc3)c3ccccc3)CC2)n1
screen / no. | 1 | 2 | 3 | 4 | 5 | 6 | 7 | 8
Measles CPE | 3 | 16 | 10 | 6 | 23 | 4 | 6 | 11
NPY-Y2 antag | 0 | 4 | 4 | 13 | 2 | 2 | nt | 1
PTEN del growth | 91 | 96 | 102 | 59 | 99 | 100 | 84 | 111
MRP-1 activ | 1.2 | 0.4 | -0.5 | -6.7 | -0.8 | -3.4 | -1.9 | -0.8
Yeast lifespan up | 6 | -6 | -3 | -15 | -9 | 0 | -6 | -10
BB579 growth dn | -35 | -2 | -30 | -20 | -26 | -26 | -24 | -54
Phagocytosis inh | nt | 4 | 5 | -1 | -1 | nt | 1 | -1
bCat KO growth | 100 | 92 | 93 | 76 | 100 | 90 | 95 | 102
E-sel TNF inh | 83* | 44 | -12 | 23 | nt | -17 | nt | 8
GALR2 antag | -11 | -6 | 11 | 6 | 11 | -11 | nt | -2

Already shown: entries from further up.
5	COc1cccc(/C(O)=C2/C(=O)C(=O)N(CCN(C)C)C2c2ccc(Br)cc2)c1 (stereo unspecified)
6	COc1ccc(OC)c(S(=O)(=O)Nc2ccccc2SC)c1
7	O=S(=O)(NCC(O)COCc1ccco1)c1cccs1 (stereo unspecified)
8	Cc1cc(=O)[nH]c(SCC(=O)N2CCN(C(c3ccccc3)c3ccccc3)CC2)n1
screen / no. | 5 | 6 | 7 | 8
Measles CPE | 23 | 4 | 6 | 11
NPY-Y2 antag | 2 | 2 | nt | 1
PTEN del growth | 99 | 100 | 84 | 111
MRP-1 activ | -0.8 | -3.4 | -1.9 | -0.8
Yeast lifespan up | -9 | 0 | -6 | -10
BB579 growth dn | -26 | -26 | -24 | -54
Phagocytosis inh | -1 | nt | 1 | -1
bCat KO growth | 100 | 90 | 95 | 102
E-sel TNF inh | nt | -17 | nt | 8
GALR2 antag | 11 | -11 | nt | -2

(continued)
9	O=C(COc1ccc(Cl)cc1)Nc1cnn(Cc2c(Cl)cccc2Cl)c1
10	Cc1cc(NC(=O)CCC(=O)N(Cc2ccco2)C(C)(C)C(=O)NC2CCCCC2)no1
11	CC(C)(C)c1ccc(Cn2nnc3c(=O)[nH]c(C4CCN(C(=O)Cc5cccs5)CC4)nc32)cc1
12	COc1ccc(C(=O)Nc2ccccc2N2CCN(C(=O)C(C)C)CC2)cc1Cl
13	CC(=O)O[C@@H]1[C@@]2(C)O[C@H]2CC[C@]23O[C@H]2[C@H](OC3=O)C2=C(C)C(=O)O[C@@]21O
14	Cc1ccc(C(=O)Nc2sc(C)c(C)c2C(=O)c2ccccc2)cc1
15	CCn1c(SCc2nc3ccccc3[nH]2)nnc1-c1cnccn1
16	Nc1ccc2c3c(cccc13)CC2
screen / no. | 9 | 10 | 11 | 12 | 13 | 14 | 15 | 16
Measles CPE | 11 | 6 | 23 | 9 | 3 | 6 | 31 | 3
NPY-Y2 antag | 3 | 2 | 0 | 7 | 1 | 1 | 3 | -1
PTEN del growth | 94 | 87 | 17 | 79 | 96 | 84 | 105 | 83
MRP-1 activ | -2.1 | -3.1 | -2.3 | -3.2 | -2.2 | 1.5 | 0.2 | -3.9
Yeast lifespan up | -10 | nt | -13 | -5 | 3 | -9 | -1 | -26
BB579 growth dn | -10 | -13 | 6 | -29 | -50 | -34 | -16 | -23
Phagocytosis inh | 1 | nt | -1 | nt | nt | -9 | -2 | -2
bCat KO growth | 106 | 88 | 16 | 85 | 99 | 87 | 98 | 74
E-sel TNF inh | -26 | 5 | -1 | 4 | nt | nt | nt | nt
GALR2 antag | -1 | -11 | -2 | 10 | 1 | 11 | 11 | 20

17	CC1(C)C(=O)OC(c2cccn2-c2ccc([N+](=O)[O-])cc2)C(C)(C)C1=O (stereo unspecified)
18	Cc1ccc(CNC(=O)c2ccc3c(=O)n(CC4CCCO4)c(=S)[nH]c3c2)cc1 (stereo unspecified)
19	CCOc1ccc(NS(=O)(=O)c2ccc(NC(C)=O)c(OC)c2)cc1
20	O=C(c1ccc2c(c1)OCCO2)C1CCN(S(=O)(=O)c2ccccc2F)CC1
21	O=C(CSc1ccc(-c2ccco2)nn1)c1cccc([N+](=O)[O-])c1
22	C=C(C)COc1ccc(-c2nc(N)ncc2Oc2ccc(OC)cc2)c(O)c1
23	Cc1cc(S(=O)(=O)N2CC(=O)N(CCc3ccccc3)C(=O)C2)ccc1F
24	COc1ccc(OC)c(C(=O)c2nc3c(n2O)CCCCC3)c1
screen / no. | 17 | 18 | 19 | 20 | 21 | 22 | 23 | 24
Measles CPE | 8 | 32 | 4 | 2 | 5 | 18 | 15 | 15
NPY-Y2 antag | 6 | 6 | -1 | 6 | 5 | -1 | 2 | 1
PTEN del growth | 90 | 91 | 106 | 70 | 103 | 64 | 89 | 101
MRP-1 activ | -1.5 | -1.2 | -0.1 | -1.8 | -1.6 | 0.1 | -0.8 | -1.6
Yeast lifespan up | 3 | -4 | -9 | -8 | -2 | -4 | -9 | 5
BB579 growth dn | -12 | -5 | -23 | -13 | -29 | -24 | -12 | -22
Phagocytosis inh | -7 | 0 | 0 | nt | -8 | -1 | nt | 1
bCat KO growth | 90 | 99 | 103 | 72 | 93 | 85 | 95 | 101
E-sel TNF inh | nt | 9 | -60 | -7 | -32 | -13 | -21 | -22
GALR2 antag | -1 | 2 | 14 | -6 | 6 | -9 | -8 | -5

25	O=C(NCCCN1CCCC1)Nc1cccc2ccccc12
26	CC1CCCCC1NC(=O)c1ccc(CSc2nc3ccncc3[nH]2)cc1 (stereo unspecified)
27	CCOc1ccc(-n2cnnn2)cc1S(=O)(=O)Nc1c(C)cccc1C
28	Cc1c(C(=O)NCc2ccccn2)sc2nc(-c3ccccc3)cn12
29	Cn1c(SCC(=O)Nc2ccc3c(c2)OCCO3)nnc1-c1ccccn1
30	CCCOc1ccccc1C1CC(=O)NC2=C1C(=O)CCC2 (stereo unspecified)
31	Cn1c(=O)oc2cc(C(=O)c3ccccc3)ccc21
32	CCOC(=O)c1c(C)[nH]c(C(=O)/C(C#N)=C/c2ccc(OCC)cc2)c1C
screen / no. | 25 | 26 | 27 | 28 | 29 | 30 | 31 | 32
Measles CPE | 11 | 7 | 17 | 28 | nt | 8 | 13 | 18
NPY-Y2 antag | 2 | 2 | 6 | 4 | 3 | 4 | -1 | 5
PTEN del growth | 96 | 80 | 100 | 98 | 103 | 19 | 89 | 96
MRP-1 activ | -2.1 | -0.7 | -0.8 | -1.4 | -1.6 | -4.0 | 0.6 | -0.4
Yeast lifespan up | -3 | 5 | -11 | -9 | -7 | -3 | -22 | -3
BB579 growth dn | -36 | -25 | -60 | -15 | 0 | 21 | 10 | -18
Phagocytosis inh | -1 | nt | -1 | -1 | -2 | 6 | -1 | -1
bCat KO growth | 100 | 101 | 101 | 102 | 102 | 19 | 104 | 82
E-sel TNF inh | -2 | 18 | nt | -25 | 42 | 10 | 36 | nt
GALR2 antag | 1 | 9 | -7 | 1 | -11 | 6 | -10 | -3

33	CC(Oc1ccc(Cl)cc1Cl)C(=O)NCCCCc1ccccc1 (stereo unspecified)
34	O=c1c2c(n3nnnc3n1-c1ccccc1)-c1ccccc1CC21CCCC1
35	O=C1CC(=C(c2ccccc2)c2ccccc2)C(=O)N1CCN1CCN(c2cccc(Cl)c2)CC1
36	CN=C1c2cc3c(Br)c(OC)ccc3n2CCN1C
37	Cc1ccc2c(c1)N(CC(=O)OC(CC(C)C)C(=O)NC1CCCC1)C(=O)CO2 (stereo unspecified)
38	O=C(O)c1cccc(NC(=O)C2CCCO2)c1 (stereo unspecified)
39	CC1(C)Cc2c(C#N)c(NCCc3ccccc3)nc(-c3ccco3)c2CO1
40	Cc1cc(C)c(C#N)c(SCc2ccc(C#N)cc2)n1
screen / no. | 33 | 34 | 35 | 36 | 37 | 38 | 39 | 40
Measles CPE | 4 | 5 | 14 | 9 | 9 | 6 | 53* | 17
NPY-Y2 antag | 14 | -3 | 8 | 0 | 21* | 3 | 0 | -2
PTEN del growth | 87 | 79 | 87 | 46 | 64 | nt | 76 | 99
MRP-1 activ | -0.1 | -3.3 | -4.9 | -1.4 | -0.1 | -0.2 | -1.4 | -0.6
Yeast lifespan up | -5 | -22 | 1 | -16 | -3 | 1 | -20 | 5
BB579 growth dn | -25 | -44 | -57 | -3 | -9 | -27 | -55 | -8
Phagocytosis inh | -3 | -2 | 3 | 0 | 1 | 0 | -1 | -1
bCat KO growth | 82 | 77 | 82 | 63 | 63 | 87 | 72 | 99
E-sel TNF inh | nt | 100* | 29 | -6 | -24 | -4 | -19 | -12
GALR2 antag | -13 | 10 | -6 | -2 | 5 | -5 | -8 | 3

41	COc1ccc(N2Nc3n[nH]c(N)c3N2)cc1
42	CC(C)c1ccc(NC(=O)C(c2ccc3c(c2)OCO3)N2CCN(C(=O)c3ccco3)CC2)cc1 (stereo unspecified)
43	NCCCC[C@H]1NC(=O)[C@H](CCC(=O)O)NC(=O)c2cc([N+](=O)[O-])cc(I)c2OCC[C@@H](C(N)=O)NC1=O
44	COc1ccc(CCN2C(=O)c3ccncc3C2=O)cc1OC
45	COc1ccc(Nc2ccc(C(=O)O)cc2[N+](=O)[O-])cc1
46	O=C(CCCCn1c(=O)[nH]c2ccccc2c1=O)N1CCN(c2cccc(C(F)(F)F)c2)CC1
47	CCSC1=NC(=O)/C(=C2/C=Cc3ccccc3N2CC)S1
screen / no. | 41 | 42 | 43 | 44 | 45 | 46 | 47
Measles CPE | 20 | 20 | 10 | 3 | 17 | 10 | 7
NPY-Y2 antag | 0 | 1 | 2 | 0 | 6 | 2 | -6
PTEN del growth | 92 | 66 | 96 | 98 | 100 | 9 | 81
MRP-1 activ | -3.1 | -0.3 | -1.5 | -1.2 | -2.8 | -2.0 | -1.7
Yeast lifespan up | nt | -4 | 5 | -7 | -1 | -20 | -26
BB579 growth dn | -24 | -28 | -6 | -1 | -7 | -22 | -37
Phagocytosis inh | nt | 0 | nt | -1 | -15 | -1 | -2
bCat KO growth | 97 | 76 | 93 | 95 | 90 | 15 | 88
E-sel TNF inh | -9 | -40 | -27 | -16 | nt | -5 | 15
GALR2 antag | 5 | 6 | 2 | -2 | 2 | -19 | -3
